# Bioassay records from PubChem.
# EWS-Fli inh: EWS/Fli transcriptional activity inhibition. inhibition, % at 12.6 µM. 350,000 tested, 0.67% active. A673 NR0B1-luciferase reporter, viability-normalised. AID 651661;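 active means mean inhibition of at least 50% after viability correction, with every replicate also passing that limit; inconclusive means mean reaches 50% but only one of two replicates passes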;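 further: firefly luciferase signal divided by Alamar Blue viability fluorescence both relative to DMSO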
# miR122 inh: miR-122 inhibition in Huh7 cells; Huh7 miR-122 Renilla luciferase sensor, 48 h; neutral wells = 0, positive control = 100; activation (reporter increase), % at 12.5 µM; 340,000 tested, 0.3% active;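 active means mean replicate activation score at least 90 and every replicate individually at or above 90; inconclusive means only one of the two criteria met; inactive means neither criterion met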;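 further: higher luciferase means less miR-122 activity so hits act as miR-122 inhibitors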
# PGC1a acetyl inh: lowers PGC1a acetylation signal in U2OS cells; inhibition, % at 15.6 µM; 350,000 tested, 0.17% active; AlphaScreen anti-acetyl-lysine; with virally co-expressed GCN5 acetyltransferase;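 active means every replicate shows inhibition of at least 40%; inconclusive means mean inhibition at least 40% but some replicate below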;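 further: 0% = neutral control wells and 100% = positive control wells; some results beyond the cut were filed as inactive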
# FN deposit inh: fibronectin deposition inhibition; AH1F fibroblasts, Alexa488-fibronectin deposition fluorescence, overnight; inhibition, % at 12.6 µM; 350,000 tested, 0.086% active; AID 743247;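 active means mean inhibition across replicates of 30% or more, regardless of how many single replicates reach that level; inconclusive means mean under 30% yet at least half of replicates reach 30%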;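 further: positive control wells lacked labelled fibronectin entirely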
#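 Schedule: 1 h cell adhesion before compound, then overnight fibronectin incubation; test system: AH1F fibroblast monolayer depositing Alexa488-labelled fibronectin into matrix; quantity: 10000 AH1F cells per well; probe or stimulus: fluorescent fibronectin at 24 nM final; signal: fluorescence, ex 485 nm, em 525 nm; evaluation: percent inhibition as loss of matrix-bound fibronectin fluorescence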
# Casp6 inh: caspase-6 (human) enzyme inhibition; inhibition, % at 12.5 µM; P55212; AID 686996; purified caspase-6, Z-VEID-R110 cleavage fluorescence; 350,000 tested, 0.53% active;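 active means mean inhibition across replicates at least about 35%, with every replicate also reaching that limit, limit read from the data; inconclusive means only one of the two criteria met; inactive means neither criterion met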;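 further: 0% = median of neutral control wells and 100% = no fluorescence left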
# Target sequence (P55212 24-179 limits assumed): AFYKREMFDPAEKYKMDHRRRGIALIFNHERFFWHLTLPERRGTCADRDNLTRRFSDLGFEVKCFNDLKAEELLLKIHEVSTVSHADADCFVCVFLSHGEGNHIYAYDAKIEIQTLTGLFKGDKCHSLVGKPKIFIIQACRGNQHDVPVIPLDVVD
# Target sequence (P55212 194-293 limits assumed): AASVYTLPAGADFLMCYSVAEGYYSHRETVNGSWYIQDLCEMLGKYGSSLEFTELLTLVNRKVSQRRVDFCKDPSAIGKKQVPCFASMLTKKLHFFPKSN
# PAX8 reporter: lowers PAX8-driven luciferase in RMG-I cells; RMG-I TPO-luciferase reporter, SteadyGlo, 24 h; inhibition, % at 12.6 µM; 360,000 tested, 1.2% active;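 active means mean replicate inhibition at least 60% with every replicate also reaching 60%; inconclusive means only one of the two criteria is met; inactive means mean below 60% and not all replicates reaching 60%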;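 further: luciferase light reporting Pax8 driven TPO promoter activity; plate controls were median of neutral control wells for no effect and mitoxantrone controls for full effect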
# LGR2 inh: Drosophila LGR2 receptor signaling inhibition | HEK293 LGR2, CRE-luciferase, bursicon-stimulated, 4 h | AID 720647 | 380,000 tested, 0.35% active | inhibition, % at 9.99 µM;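 active means drop in luminescence signal, shown as inhibition above about 50% in the replicate tests, limit read from the data, passing the limit was not always enough; inconclusive means probably only some replicates passing the limit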;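 further: agonist challenge used bursicon conditioned medium at about half maximal strength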
# Cneo AK release: causes C. neoformans cell lysis. lysis activity, % at 15 µM. adenylate kinase release luminescence, 4 h; normalised: neutral wells 0, clomiphene wells 100. AID 651654. 360,000 tested, 0.2% active;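 active means mean lysis activity across replicates of at least 80%, whatever share of replicates individually reach that level; inactive means mean lysis activity below 80%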
#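 Material – log-phase Cryptococcus neoformans yeast cells · Input – 5 × 10^6 yeast cells/mL · Medium – fresh YPD growth medium · Doses – single compound concentration per well · Timing – static 4 h at 37 °C with compound, 1 h detection · Detection – adenylate kinase release luminescence · Read-out – signal increase indicating cell lysis · Control set – Clomiphene as positive lysis control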
# * marks the source's active call; other numbers are inactive results; ? = inconclusive; · = no result given; [ ] = another dose, or the depositor's remark. No enrichment for hits. Share with any hit: about 2.5%.
SMILES,EWS-Fli inh,miR122 inh,PGC1a acetyl inh,FN deposit inh,Casp6 inh,PAX8 reporter,LGR2 inh,Cneo AK release
CC=Cc1ccc2n(c1=O)C[C@H]1[C@H](CO)[C@@H](C(=O)NCCCN(C)C)[C@@H]2N1C(=O)c1ccccc1F (mixture of isomers),1,·,·,·,0,·,-4,0
CSc1nc(=S)n(-c2ccc([N+](=O)[O-])cc2)c(C)c1C(C)=O,-6,-2,0,6,1,-16,-86,-3
Cc1ccc(N2C(=O)CC(Sc3cccs3)C2=O)cc1 (configuration not stated),-1,·,-4,-10,-1,2,0,·
O=C(c1ccc(N2CCOCC2)cc1)N1CCCC(Nc2ccccc2)C1 (configuration not stated),·,1,-2,-14,-4,-1,-6,2
Cc1cccc(C)c1NC(=O)CN(C)C(C)C(=O)NCC(=O)Nc1ccc(F)c(F)c1F (configuration not stated),-1,-1,6,1,-3,13,21,0
COc1cccc(-c2ccc([C@H]3[C@H]4CN(C(=O)c5cccnc5)CC(=O)N4[C@H]3CO)cc2)c1,13,·,6,-4,5,0,1,·
CCC(=O)N1CC[C@@H]2[C@H]1c1cc(-c3ccc(C#N)cc3)ccc1N(C)[C@H]2CO,-1,-5[16.7 µM],8,-15,·,-1,5,10
CCCNC(=O)C[C@@H]1CC[C@@H]2[C@@H](COc3ccc(NC(=O)NC(C)C)cc3C(=O)N2C)O1,3,8[16.7 µM],1,-13,-3,-8,-2,10
CCn1nc(C)c(CN2CCC(Oc3ccc(C(=O)N4CCCC4)cc3)CC2)c1C,·,-9,7,0,-7,19,15,3
CN1CCN(C(=O)OC2CC3CC2[C@H]2CCCCN2C3=O)CC1 (some centres not stated),-4,·,·,20,-6,7,7,·
COC(=O)Nc1sccc1C(=O)Nc1sccc1C(=O)OC,·,-4,20,2,·,·,16,-6
CC(C)NC(=O)N1[C@@H]2CN(C(=O)C3CC3)c3ccccc3[C@@H]2[C@@H]1CO,-8,8[16.7 µM],0,·,2,-6,-1,-3
CC(C)NC(=O)CN(C(=O)CCC(=O)Nc1nccs1)c1ccc2c(c1)OCO2,-10,-3,2,5,2,-1,-2,-1
CC(C)NC(=O)N(C)C[C@@H]1OCCCC[C@H](C)Oc2ccc(NS(=O)(=O)c3cccs3)cc2C(=O)N([C@@H](C)CO)C[C@@H]1C,3,0[16.7 µM],-1,-5,1,-4,3,-2
Cc1ccc(NC(=O)CSCC(=O)Nc2cccc3ncccc23)cc1,2,·,·,-8,0,10,3,·
CCc1c(O)nc(SCC(=O)Nc2c(C)cccc2C)n(-c2ccc(F)cc2)c1=O,1,-6,-5,9,3,-6,0,3
Cc1cc(C)nc(N2CCC(C(=O)NCCc3ccc(F)cc3)CC2)n1,·,2,-4,6,0,·,4,-1
C[C@H]1CN([C@@H](C)CO)C(=O)c2cc(NC(=O)CCCCCC(=O)Nc3ccccc3N)ccc2O[C@H]1CN(C)Cc1ccc(-c2ccccc2)cc1,0,·,-6,·,·,-37,-76,·
COc1cc2c(cc1OC)C(=NO)CCCC2,2,-3,1,-2,-1,-20,-2,-1
Cc1cccc(C)c1NC(=O)C1(C)CSCC(=O)N1Cc1cccs1 (configuration not stated),9,·,·,-1,-1,6,12,·
CC(=O)c1ccccc1Oc1cc(NN2CCCCC2)c([N+](=O)[O-])cc1[N+](=O)[O-],-10,3,-3,-10,27,-20,·,1
C[C@H]1CCCCO[C@@H](CN(C)C)[C@@H](C)CN([C@@H](C)CO)C(=O)c2cc(NS(C)(=O)=O)ccc2O1,7,1[16.7 µM],2,5,0,-12,-6,-1
C=CCNC(=O)/C(C#N)=C/c1c(N(Cc2ccccc2)Cc2ccccc2)nc2ccccn2c1=O,12,36,·,-2,-6,50,15,-2
O=[N+]([O-])c1cccn2cc(-c3ccc(Br)cc3)nc12,-70,4,-3,2,4,-69,9,-1
C=CCNC(=O)c1onc(CSc2ccccn2)c1C(=O)NCC=C,8,-2,-2,-3,-1,11,11,-1
CC(C)CCNC(=O)c1ccc2c(Cl)c3c(nc2c1)CCC3,21,·,·,-1,3,-47,?,-11
CC1(C(=O)NS(=O)(=O)c2cccs2)CCN1C(=O)c1ccco1 (configuration not stated),-2,-1,-32,2,-2,3,-9,0
COc1cccc(NC(=O)C2(C)CCN2C(=O)CCC2CCCC2)c1 (configuration not stated),9,·,·,7,3,2,·,-23
O=CNC1c2ccccc2CCc2ccccc21,-4,-5,-6,3,1,·,9,0
C[C@H](CO)N1C[C@H](C)[C@@H](CN(C)C(=O)c2ccncc2)OCCCC[C@H](C)Oc2ccc(NC(=O)c3ccccc3)cc2C1=O,·,1[16.7 µM],2,·,-1,-11,-10,19

# Entries shown so far containing a cyano group (two):
SMILES,EWS-Fli inh,miR122 inh,PGC1a acetyl inh,FN deposit inh,Casp6 inh,PAX8 reporter,LGR2 inh,Cneo AK release
CCC(=O)N1CC[C@@H]2[C@H]1c1cc(-c3ccc(C#N)cc3)ccc1N(C)[C@H]2CO,-1,-5[16.7 µM],8,-15,·,-1,5,10
C=CCNC(=O)/C(C#N)=C/c1c(N(Cc2ccccc2)Cc2ccccc2)nc2ccccn2c1=O,12,36,·,-2,-6,50,15,-2

# Later entries
SMILES,EWS-Fli inh,miR122 inh,PGC1a acetyl inh,FN deposit inh,Casp6 inh,PAX8 reporter,LGR2 inh,Cneo AK release
COc1ccc(-c2ccc(CN3C(C(C)C)C(=O)N(Cc4cn(CCC5OCCO5)nn4)CCS3(=O)=O)cc2)cc1 (configuration not stated),-3,9,10,-7,3,-4,5,3
O=C(Nc1ccc2c(c1)[C@@H]1C[C@@H](CC(=O)N3CCCCC3)O[C@@H](CO)[C@@H]1O2)NC1CCCC1,-7,2[16.7 µM],-5,-3,-1,5,-8,-1
CCC(=O)N(C)C[C@H]1Oc2cc(-c3cccc(OC)c3)ccc2S(=O)(=O)N([C@@H](C)CO)C[C@H]1C,0,-3[16.7 µM],-8,3,-1,·,0,7
Cc1cc(S(=O)(=O)Nc2cccnc2)c(Cl)cc1Cl,-4,14,-2,-1,-3,7,10,5
O=C(CCN1CCCCC1)NCC[C@H]1CC[C@H](NC(=O)Cc2cccnc2)[C@@H](CO)O1,-9,6[16.7 µM],-9,-12,-26,-1,-11,-4
O=C(NC1CCN(Cc2ccccc2)C1)c1cc(S(=O)(=O)N2CCOCC2)ccc1Cl (configuration not stated),-7,-6,-1,8,-2,41,·,3
C[C@@H]1CCCCO[C@H](CN(C)C(=O)NC2CCCCC2)[C@@H](C)CN([C@H](C)CO)C(=O)c2cc(NC(=O)Nc3cccc4ccccc34)ccc2O1,0,-15[16.7 µM],-10,·,0,1,12,-2
O=C(C[C@H]1C[C@H]2c3cc(NC(=O)c4cccnc4)ccc3O[C@H]2[C@H](CO)O1)NCCN1CCCCC1,-9,0[16.7 µM],-8,·,-2,-4,-1,-4
COc1ccc([C@H]2CC(=O)C=C(c3ccc4[nH]ccc4c3)C2)cc1OC,-9,-3,-19,-6,-4,-17,-30,3
Cn1cccc1/C=N/NC(=O)c1cccnc1,·,4,-5,4,·,·,2,1
CCC(Sc1nc(=O)cc(N)n1CCc1ccccc1)C(=O)Nc1cc(C)on1 (configuration not stated),1,·,·,-1,0,7,0,2
Cc1ccc(NC(=O)Cn2c(=O)ccn(Cc3ccccc3)c2=O)cc1S(=O)(=O)N1CCOCC1,-1,0,16,·,1,0,1,2
CCOc1ccc(N/C(C)=C/C(=O)c2ccc3c(c2)OCCO3)cc1,-90,·,·,-7,-2,-92,-83,·
CCOC(=O)C1(C)CCCCCN1C(=O)c1ccc(C(=O)OC)cc1 (configuration not stated),-13,1,8,6,-4,-11,0,1
COc1ccc(N2CC(O)(c3ccc(F)cc3)[N+]3=C2CCCC3)cc1 (configuration not stated),6,-4,-8,-6,0,-4,0,4
Cn1nnnc1NN=Cc1ccccc1,6,·,·,7,6,-2,-7,-2
CN(C)CCCNC(=O)c1cc2sc3ccccc3c2s1,-2,·,·,-2,-8,-35,·,·
NC(=O)c1c(NC(=O)CSc2nc3c(c(C(F)(F)F)n2)CCc2ccccc2-3)sc2c1CCCC2,12,3,0,·,-2,·,-9,·
Cc1cccc(C(=O)NCCC(=O)Nc2ccc(F)c([N+](=O)[O-])c2)c1,7,-3,·,4,0,-12,13,-6
COc1ccc(C2C(C(=O)Nc3ccccn3)=C(C)Nc3ncnn32)c(OC)c1 (configuration not stated),-3,-3,-6,10,2,-12,25,-2
CCc1ccccc1-n1nnc(-c2ccccc2)n1,-7,-1,-3,4,-2,2,16,2
CCCCN1CC(O)=C(c2nc3ccccc3[nH]2)C1=N,·,-3,3,-2,·,·,·,1
COc1ccc(CC2(CO)CCN(Cc3cnn(-c4ccccc4)c3)CC2)cc1,13,·,8,-2,-3,-6,-12,·
CN1C(=O)c2cc(NC(=O)C3CCCCC3)ccc2OC[C@@H]2O[C@@H](CC(=O)NCc3ccccc3F)CC[C@H]21,-1,20[16.7 µM],0,-3,1,9,12,1
Cc1ccc(NS(=O)(=O)c2ccc(NC(=O)C3CCCO3)cc2)cc1 (configuration not stated),·,11,-3,-2,·,-5,·,-1
Cc1cccc(Nc2ncnc3onc(-c4cccc(Cl)c4)c23)c1,6,6,6,-8,-2,10,14,5
Cc1nc2ccccc2c2nc3ccccc3n12,·,-1,-21,·,·,·,-15,-3
O=C(C[C@@H]1C=C[C@@H](NC(=O)Nc2ccc3c(c2)OCO3)[C@H](CO)O1)NCc1ccccc1,2,·,5,-8,1,-13,12,0
O=S(=O)(c1ccc(F)cc1)N1C[C@H]2[C@@H](c3ccccc31)[C@@H](CO)N2Cc1ccc2c(c1)OCO2,13,?,-2,·,·,-17,0,-13
CN(CC(=O)Nc1cccc(F)c1)C(=O)c1ccc(N2C(=O)c3ccccc3C2=O)cc1,-1,·,·,1,0,-1,-1,1
COc1ccccc1/C=C/CN1CCN(Cc2ccc(C)o2)C(CCO)C1 (configuration not stated),·,-8,6,4,·,16,16,0
COC(=O)c1cc2c(c3c4ccccc4n(S(=O)(=O)c4ccc(OC)cc4)c13)C(=O)N(C)C2,7,·,·,2,3,17,-10,·
CO[C@@H]1CN(C)C(=O)c2cc(NC(C)=O)ccc2OC[C@H](C)N(C(=O)C2CCOCC2)C[C@@H]1C,0,·,-1,-1,-2,-12,26,-3
C/C(=N\NC(=O)c1cnccn1)c1ccc([N+](=O)[O-])cc1,-22,·,·,4,0,9,11,·
O=C(Nc1ccccc1F)NC1CCCc2ccccc21 (configuration not stated),-2,-2,4,16,2,22,-11,-3
Cc1noc(C)c1S(=O)(=O)N(C)C[C@@H]1Oc2ccc(NS(=O)(=O)c3ccccc3)cc2C(=O)N([C@@H](C)CO)C[C@@H]1C,-5,-6[16.7 µM],3,·,·,7,-16,-1
Cc1csc(/C(C#N)=N/O)n1,0,-2,4,·,-3,·,-9,1
O=C(N/N=C/c1ccc(F)cc1)c1cc[n+]([O-])cc1,-4,·,·,-1,-1,9,-6,-2
COc1cccc(C(O)c2nc(-c3ccccc3)cs2)c1 (configuration not stated),-11,-5,-8,10,1,-29,-4,0
O=C(O)CSc1nc(-c2ccccc2)cc(=O)[nH]1,·,0,1,·,0,·,17,0
O=C(N[C@@H](Cc1ccc(O)cc1)C(=O)O)C(c1ccccc1)c1ccccc1,-2,·,·,-5,1,-9,-10,0
